High-throughput results: PubChem, National Center for Advancing Translational Sciences (NCATS)
MmCpn inh: Inhibitors of TCP-1 ring complex (TRiC) of Methanococcus maripaludis (MmCpn): qHTS; 330,000 compounds, 0.031% hits; Potency, µM (top dose mostly 76.9 µM), without a hit: at the highest dose activity, negative = inhibition, actives largely listed as inhibitors; AID 504842, 2011; Chaperonin Mm-Cpn (Methanococcus maripaludis); purified Mm-Cpn ATPase, ADP Transcreener TR-FRET; also: potency is read from the fitted curve at half-maximal effect; % is scaled to controls: 0 for no effect and ±100 for the full control effect; nearly all actives have a fitted effect of over 80% in size
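Purified archaeal Mm-CPN (25nM final) preincubated 10 min at 37degC with compound, then 10uM ATP for 30 min at 37degC; ADP measured by HTRF Transcreener TR-FRET; buffer 30 mM TRIS pH 7.4, 100mM KCl, 5mM MgCl2, 1mM DTT.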
S2 tox: Viability Counterscreen for Primary qHTS for Inhibitors of ATXN expression | S2 cells (HEK-293 line with an ATXN2-luciferase reporter) viability, CellTiter-Fluor protease fluorescence, 24 h | Potency, µM (series often up to 56.7 µM), usual class: cytotoxic | 400,000 compounds, 0.49% hits; also: potency is read from the fitted curve at half-maximal effect; nearly all actives have a fitted effect of over 40% in size
Akt phos inh: HTS Assay for Inhibitors of Akt Phophorylation: Primary Screen; Neuro2A IGF-stimulated pAkt S473 HTRF, 20 min; hits give low values; activity change, % for hits at 50 µM; 360,000 compounds, 0.32% hits; in the data active = activity change below about -80%; inconclusive = mostly about -51% to -80%; also: % is scaled to controls: 0 for no effect and ±100 for the full control effect
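Neuro2A cells in DMEM with 0.5% FBS, overnight at 37 deg C, given compound at single 50 µM final, then IGF (6 nM final) for 20 min at 37 deg C. Lysed; phospho-Akt Ser473 by HTRF after 24 h, 665/615 ratio.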
CCT modulator: High-Throughput Screening for Modulators of Cytosolic Chaperonin Activity; purified chaperonin ATPase assay, HTRF ADP detection, 30 min; activity change, % (no concentration beside the values), hits read low; 360,000 compounds, 0.3% hits; in the data active = activity change below about -30%; also: % is scaled to controls: 0 for no effect and ±100 for the full control effect
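TRiC (40 or 20 nM final, by batch activity) in 30 mM Tris pH 7.4, 100 mM KCl, 5 mM MgCl2, 1 mM DTT was treated with compound at 76 uM single dose, then 10 uM ATP, 30 min at 37 °C. ADP was read by HTRF Transcreener.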
Nrf2 ARE act: qHTS of Nrf2 Activators; AREc32 ARE-luciferase reporter (MCF7-derived line), luminescence, 24 h; Potency, µM (highest dose often 46.1 µM), for the others: at the highest dose activation, usual class: activators; 410,000 compounds, 0.31% hits; AID 624171, 2012; also: potency is read from the fitted curve at half-maximal effect; % of control where 0% means no effect; nearly all actives have a fitted effect of over 65% in size
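Each well held 1000 AREc32 cells, which were incubated with compound for 24 hr at 37 deg C after overnight attachment, and ARE reporter activity was quantified by firefly luciferase luminescence.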
Nrf2 block: Nrf2 qHTS screen for inhibitors; A549 ARE-Fluc reporter, luciferase luminescence, 18-24 h; Potency, µM (highest dose often 46 µM), for inactives: top-dose activity change, negative = inhibition, most hits filed as inhibitors; 360,000 compounds, 2.1% hits; also: potency is read from the fitted curve at half-maximal effect; % is scaled to controls: 0 for no effect and ±100 for the full control effect; nearly all actives have a fitted effect of over 60% in size
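A549 ARE_Fluc cells (5000/well, 5% FBS OPTI-MEM) pre-incubated 2 h, then treated with compounds 18-24 h at 37C/5% CO2 in concentration-response. CellTiter-Fluor viability read first; BugLite luciferase luminescence after 15 min at room temperature gives Nrf2 activity.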
HepG2 viability: qHTS for Inhibitors of TGF-b: Cytotox Counterscreen | 410,000 compounds, 0.76% hits | HepG2 CAGA-GFP viability, ATP luminescence, 18 h | Potency, µM (series often up to 46.1 µM), inactives show at the top dose activity change, negative = cytotoxicity, usual class: cytotoxic; also: potency is read from the fitted curve at half-maximal effect; some results filed as inactive show a strong effect at the top dose
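HepG2 CAGA-GFP cells (1000/well, DMEM with 1% FBS) received compound, then TGF-beta at 500 pg/mL final, and were incubated 18 hours at 37 degrees C. Viability was read by CellTiter-Glo luminescence. Media-only wells were set as complete cell-killing and DMSO as no toxicity.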
TGFb inhibitor: qHTS for Inhibitors of TGF-b; Potency, µM (series often up to 46.1 µM), for inactives: at the top dose activity, negative = inhibition, most hits filed as inhibitors; AID 588855, 2011; HepG2 CAGA-GFP TGF-b/SMAD3 reporter, GFP fluorescence, 18 h; TGF-beta stimulated, 500 pg/mL final; 410,000 compounds, 1.2% hits; also: potency is read from the fitted curve at half-maximal effect; % is scaled to controls: 0 for no effect and ±100 for the full control effect; nearly all actives have a fitted effect of over 65% in size
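HEPG2 CAGA-GFP cells (1000/well, DMEM with 1% FBS) were pre-incubated 2 h at 37 degrees C, given compound by pin tool, then stimulated with TGF-beta at 500 pg/mL final for 18 h before per-cell GFP fluorescence imaging.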
A549 tox: Nrf2 qHTS screen for inhibitors: counterscreen for cytotoxicity | A549 ARE-Fluc cells, CellTiter-Fluor viability, 18-24 h | Potency, µM (titrated, usually from 46 µM), inactives show top-dose activity change, negative = cytotoxicity, most hits filed as inhibitors | 390,000 compounds, 0.16% hits; also: potency is read from the fitted curve at half-maximal effect; % is scaled to controls: 0 for no effect and ±100 for the full control effect
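A549 ARE-Fluc cells in 5% FBS OPTI-MEM, 5000 cells/well, rested 2 h then exposed to compounds in concentration-response for 18-24 h at 37 °C. Viability by CellTiter-Fluor fluorescence (Ex 405/Em 525) after 30 min; luciferase luminescence (BugLite, 15 min, RT) read afterwards.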
An asterisk follows results filed as active; i = inactive; ? = inconclusive; · = no result given; [ ] = dose if it differs, or a comment. Unless noted, calls follow the shape of the dose curve; as a rule, active = well fitted curve in the direction sought with a large enough effect; inconclusive = small, poorly fitted or top-dose-only effect, or another doubt; inactive = no such curve, though single readings can be large; an effect the other way counts as inactive or inconclusive.

SMILES	MmCpn inh	S2 tox	Akt phos inh	CCT modulator	Nrf2 ARE act	Nrf2 block	HepG2 viability	TGFb inhibitor	A549 tox
NC(=O)c1cc([N+](=O)[O-])ccc1NCc1ccc(O)cc1	3%	?	i	-2.8	13%	1%	-16%	?	-9%
COc1ccc(S(=O)(=O)NCc2ccc(C(=O)NCCN(C)Cc3ccccc3)cc2)cc1	·	i	i	0.8	0.6%	·	-16%	0%	·
Cc1ccc(-n2c(SCC(=O)N(C)C3CCS(=O)(=O)C3)nc3ccccc3c2=O)cc1 (configuration not stated)	2%	?	i	1.6	0.7%	-1%	1%	4%	-16%
Clc1ccc(CSc2cc3c(nn2)-c2ccccc2CC3)cc1Cl	-4%	i	i	1.2	3.9%	?	-48%	-22%	11%
Cc1c(NC2=NC3(CCCCC3)Cc3ccccc32)c(=O)n(-c2ccccc2)n1C	-2%	i	i	-0.2	-0.3%	5%	-38%	-7%	9%
COC(=O)c1c(NC(C)=O)sc(C(=O)Nc2ccccc2)c1C	-9%	i	i	-1.0	2.4%	18%	-8%	19%	-12%
CCN(C(=S)NC(=O)c1ccccc1Br)C1CCCCC1	0%	?	i	0.8	-0.8%[9.22 µM]	10%	-8%	-22%	-3%
C=CCn1c(C(CC(C)C)CC(C)O)n[nH]c1=S (configuration not stated)	1%	i	i	0.7	0.6%	-3%	-1%	-1%	-5%
COc1ccc(NC(=O)CN(c2ccccc2)S(=O)(=O)N(C)C)cc1OC	0%	i	i	-0.1	-0.4%	11%	-28%	8%	-7%
CCOC(=O)C(C)Sc1nc(-c2ccco2)cc(C(F)(F)F)c1C#N (configuration not stated)	-3%	i	i	0.1	25%	30%	-5%	-6%	-9%
Cc1ccc(NC(=O)CCC(=O)OC(C)C(=O)c2ccccc2)cc1 (configuration not stated)	-1%	i	i	-0.4	0.0%	7%	-1%	-1%	1%
Cc1cc(C)cc(C(=O)OCC(=O)NCC(F)(F)F)c1	-1%	i	i	-0.1	0.1%	-5%	2%	15%	7%
O=C(NCc1ccc(Cl)cc1)C1CCCN1C(=O)Nc1ccccc1 (configuration not stated)	-1%	i	i	-0.4	0.2%	0%	-3%	1%	9%
CCCc1cc(=O)[nH]c(SCC(=O)Nc2cccc(S(=O)(=O)N3CCOCC3)c2)n1	0%	i	i	0.6	-0.3%	1%	9%	4%	8%
COc1cccc(N/C(SC)=C(/C#N)C(=O)NCc2cccs2)c1	4%	·	i	-0.9	3.0%	?	-3%	6%	-3%
Cc1ccc(-n2nc3c(c2NC(=O)CC(C)C)CS(=O)(=O)C3)cc1	-8%	?	i	1.3	-0.6%	-2%	1%	13%	0%
COc1cccc(CNCC2CCCO2)c1 (configuration not stated)	-2%	?	i	1.5	-0.3%	0%	-11%	8%	2%
CCS(=O)(=O)N1CC(=O)N(c2cccc(C)c2C)C(C)(C(=O)NC2CCCCC2)C1 (configuration not stated)	·	·	·	·	-0.8%	?	3%	?	-6%
Cc1ccc(C(=O)CSc2nnc(-c3cccs3)n2C)o1	-3%	i	i	0.1	-0.5%	3%	1%	-3%	1%
O=C(COc1ccc([N+](=O)[O-])cc1)Nc1ccc2[nH]c(=O)[nH]c2c1	3%	?	i	1.6	-0.3%	7%	-1%	-6%	-5%

Record cards, from the list above:
Profile of Cc1ccc(C(=O)CSc2nnc(-c3cccs3)n2C)o1 : MmCpn inh = -3%; S2 tox = i; Akt phos inh = i; CCT modulator = 0.1; Nrf2 ARE act = -0.5%; Nrf2 block = 3%; HepG2 viability = 1%; TGFb inhibitor = -3%; A549 tox = 1%
Profile of Cc1ccc(NC(=O)CCC(=O)OC(C)C(=O)c2ccccc2)cc1 (configuration not stated) : MmCpn inh = -1%; S2 tox = i; Akt phos inh = i; CCT modulator = -0.4; Nrf2 ARE act = 0.0%; Nrf2 block = 7%; HepG2 viability = -1%; TGFb inhibitor = -1%; A549 tox = 1%

Continued:
SMILES	MmCpn inh	S2 tox	Akt phos inh	CCT modulator	Nrf2 ARE act	Nrf2 block	HepG2 viability	TGFb inhibitor	A549 tox
CCOC(=O)N/N=C1\CC(C)CC(C)(C)C1 (configuration not stated)	-1%	i	i	-10	-0.7%	3%	37%	35%	-9%
COC(=O)[C@@H]1C[C@@]2(O)[C@@H](O)[C@@H](O)[C@@H](O)C[C@H]2N1Cc1ccc(C)s1	2%	i	i	-3.2	-1.2%	1%	-21%	-10%	7%
COCCNC(=O)C1CCCN(Cc2cccc(C(F)(F)F)c2)CC1 (configuration not stated)	·	i	i	1.4	-0.8%[9.22 µM]	·	19%	39%[activator]	·
CCOC(=O)N1CCN(C(=O)C2CCN(S(=O)(=O)c3ccccc3)CC2)CC1	1%	·	·	-3.2	-0.6%	0%	1%	0%	2%
O=C(NC1CCCCCCC1)c1cc(F)c(F)cc1Cl	0%	i	i	-1.9	2.2%	?	-8%	-6%	25%
OC[C@@H]1CCC[C@@H](n2cnc3c(=S)nc[nH]c32)O1	·	·	·	·	·	-26%	-17%	0%	5%
COc1ccc2c(c1)c(C(=O)N/N=C/c1cccc(Br)c1)c(C)n2C	-5%	i	i	-1.4	2.9%	?	14%	?	-8%
CCOc1ccc(N(CC(=O)Nc2c(C)n(C)n(-c3ccccc3)c2=O)S(=O)(=O)c2ccccc2)cc1	-1%	i	i	-1.0	0.2%	-7%	-2%	-17%	11%
Cc1c(NC(=O)Nc2ccc(Cl)cc2Cl)c(=O)n(-c2ccccc2)n1C	2%	i	i	-3.3	-0.8%	-7%	-1%	-26%	-1%
CC(O)CNc1nc2c(c(=O)n(C)c(=O)n2C)n1Cc1cccc(C(F)(F)F)c1 (configuration not stated)	3%	i	i	-1.1	2.4%	-9%	-31%	-17%	2%
C#CCOCCOCCOCCNc1nc(N2CCN(C(=O)[C@H](CO)n3cc([C@@H](N)C(C)C)nn3)CC2)nc(N2CCN(C(=O)[C@H](CCC(=O)O)n3cc([C@@H](N)[C@H](C)CC)nn3)CC2)n1	-1%	i	i	-1.6	0.1%	11%	6%	-12%	0%
COc1ccc(CNC(=O)CS(=O)(=O)c2cccc3nsnc23)cc1	·	i	·	·	3.4%	·	-2%	-2%	-16%
COc1ccc(NC(=O)COn2nnc3ccc(Cl)cc32)cc1OC	-2%	i	i	-1.1	-0.3%	-6%	-3%	-23%	24%
CCCn1c(CCNc2nc(-c3cccc(Br)c3)cs2)nc2ccccc21	·	i	i	-0.1	-1.2%	7%	-6%	10%	-3%
CCn1c(-c2csc3c2CCC(C)C3)n[nH]c1=S (configuration not stated)	1%	i	i	-2.1	-0.9%	-23%	-20%	?	1%
CCC(C)C(=O)Nc1cc(C(=O)OC)cc(C(=O)OC)c1 (configuration not stated)	1%	i	i	-0.4	-0.1%	9%	2%	-2%	8%
CCn1c(=O)n(-c2ccc(F)c(Cl)c2)c(=O)c2sc3ccccc3c21	·	i	·	·	-0.1%	9%	5%	-17%	-1%
CC(C)CNC(=O)COC(=O)c1ccc2c(c1)C(=O)N(Cc1ccco1)C2=O	0%	i	i	0.5	6.4%	1%	-2%	22%	13%
CCc1ccc(NC(=O)CN2C(=O)CC(C)S(=O)(=O)c3ccccc32)cc1 (configuration not stated)	3%	i	i	-0.8	0.1%	-15%	-6%	-3%	0%
Cc1ccc(NCc2nc3ccccc3n2C)cc1C	-2%	i	i	-0.7	4.7%	?	-2%	0%	6%
CCOC(=O)N1CCN(C(=O)CSCC(=O)Nc2nc(-c3ccc4c(c3)OCO4)cs2)CC1	0%	i	i	-2.7	7.4%	12%	-25%	-24%	-11%
CC(=O)c1cccc(N(CC(=O)Nc2cc(C)cc(C)c2)S(C)(=O)=O)c1	2%	i	i	-3.6	-0.1%	-4%	-4%	0%	2%
CSc1ncccc1C(=O)OCC(=O)Nc1ccc(S(=O)(=O)N2CCCC2)cc1	1%	i	i	-2.5	-0.9%	0%	2%	-7%	3%
CCOc1ccc(S(=O)(=O)NCCc2cn3ccccc3n2)cc1	1%	i	i	-2.3	0.6%	?	-35%	-5%	-9%
N=c1sccn1CC(=O)Nc1ccc(Cl)cc1[N+](=O)[O-]	1%	i	i	-0.3	-0.5%	-4%	-23%	-8%	-8%
O[C@@H]1CN(C2CCN(Cc3ccccc3)CC2)CC[C@H]1N1CCCCCC1	·	i	i	-2.2	0.6%	11%	-16%	-1%	0%
COc1ccc(OC)c(S(=O)(=O)Nc2ccccc2O)c1	·	i	i	-2.2	0.7%	1%	-4%	-1%	3%
CCOc1ccc(CNS(=O)(=O)c2ccc(-c3coc(C)n3)cc2)cc1	-2%	i	·	·	1.9%	·	0%	-2%	6%
CC(=O)N1CCN(c2ccc(NCc3ccccc3)cc2)CC1	-2%	i	i	0.6	2.1%	?	-2%	8%	-23%
COc1ccc(NC(=O)NC2COc3ccccc3C2)cc1Cl (configuration not stated)	·	·	·	·	3.5%	·	-15%	16%	13%
COc1ccc(NC(=O)CSc2nccn2C)c([N+](=O)[O-])c1	1%	i	i	-5.9	0.8%	7%	-3%	5%	-7%
CN(C)NC1CC(=O)N(c2ccccc2)C1=O (configuration not stated)	-3%	i	i	1.0	0.7%	-2%	21%	0%	3%
Cc1ccc(C(=O)NCCc2ccc(Cl)cc2)cc1-n1c(C)nc2cccnc21	·	·	·	·	-0.9%	-24%	-29%	-9%	-4%
COc1ccccc1OCC(=O)Nc1ccccc1C(=O)Nc1cccc(C(=O)O)c1	0%	i	i	-1.0	0.1%	2%	8%	-2%	-4%
